Screens (PubChem BioAssay)
C-LANA FP – inhibitors of KSHV C-LANA binding to DNA, primary screen, biochemical, fluorescence polarization, FAM-LBS DNA, MBP-C-LANA, single point; AID 504423, 2011; inhibition, % at 9 µM; hit rate 0.078% among 340,000;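 active = highest replicate inhibition at or above 60% at 9 µM, even if other replicates fall short; inactive = all replicates below 60% inhibition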;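 note: 0% = neutral control wells and 100% = 4 µM acridine orange control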
MOR-DOR ag – agonists of OPRM1-OPRD1 heterodimerization, primary screen, cell-based, luminescence; Mu-type opioid receptor (Homo sapiens) + Delta-type opioid receptor (Homo sapiens), …; cells; activation, % at 9.3 µM; hit rate 0.3% among 340,000; AID 504326, 2011; in the data active = activation above about 18%;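 note: 0% = vehicle-treated cells and 100% = reference agonist; values of inactives mirror those of a sister screen read the other way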
Cardiac RTF inh – cardiac RTF calcium sensitivity inhibitors, primary screen, biochemical, IANBD-TnC fluorescence, EC70 calcium; Troponin I, cardiac muscle (Homo sapiens) + Troponin T, cardiac muscle (Homo sapiens) + …; IANBD-labeled cardiac RTF, Ca2+ fluorescence; inhibition, % at 7.15 µM; hit rate 0.12% among 340,000; AID 493244, 2011;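 active = inhibition above the mean inhibition of all tested compounds plus 3 SD, cut at about 17% in these data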;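 note: assay run at fixed EC70 calcium of 1.6 mM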
MOR-DOR inv ag – inverse agonists of MOR-DOR heterodimerization, primary screen, cell-based, luminescence; inhibition, % at 9.3 µM; Mu-type opioid receptor (Homo sapiens) + Delta-type opioid receptor (Homo sapiens), …; hit rate 0.21% among 340,000; cell-based MOR-DOR heterodimer luminescence, inverse agonism; in the data active = inhibition above about 22%, passing the limit was not always enough;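 note: 0% = cells with DMSO and 100% = wells without cells with DMSO; values of inactives mirror those of a sister screen read the other way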
cardiac RTF act – cardiac RTF calcium sensitivity activators, primary screen, biochemical, IANBD-TnC fluorescence, EC20 calcium; IANBD-labeled TnC RTF fluorescence at EC20 calcium; 0% EC20 calcium, 100% full calcium; activation, % at 7.2 µM; hit rate 0.24% among 340,000;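 active = activation above the mean over all tested compounds plus 3 SD, cut at about 30% in these data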;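 note: rise in fluorescence read as greater calcium sensitivity of cardiac thin filaments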
V-ATPase pHluor – regulators of yeast V-ATPase proton pumping, primary screen, pHLuorin cytosolic pH fluorescence. S. cerevisiae. hit rate 0.37% among 350,000. response, % at 10 µM; in the data active = response mostly above about 7.3%, no sharp cut-off; inactive = mostly below about 5.4%; note: actives read high; inactives centre near 0; some compounds called inactive have numbers as strong as hits; reference of the scale not given here
Keap1-Nrf2 PPI – Keap1-Nrf2 protein-protein interaction inhibitors, primary screen, biochemical, fluorescence polarization, single point; hit rate 0.15% among 340,000; inhibition, % at 9.4 µM; Keap1 Kelch-Nrf2 peptide fluorescence polarization, 1536-well; Kelch-like ECH-associated protein 1 (Homo sapiens), Q14145; in the data active = inhibition above about 12%;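 note: human Keap1 Kelch domain with fluorescein labeled Nrf2 9mer peptide probe; 0% = neutral control wells and 100% = peptide positive control; higher means more block of Keap1 binding to Nrf2 peptide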
Target sequence (Q14145 whole entry, looked up, the tested form may be a part): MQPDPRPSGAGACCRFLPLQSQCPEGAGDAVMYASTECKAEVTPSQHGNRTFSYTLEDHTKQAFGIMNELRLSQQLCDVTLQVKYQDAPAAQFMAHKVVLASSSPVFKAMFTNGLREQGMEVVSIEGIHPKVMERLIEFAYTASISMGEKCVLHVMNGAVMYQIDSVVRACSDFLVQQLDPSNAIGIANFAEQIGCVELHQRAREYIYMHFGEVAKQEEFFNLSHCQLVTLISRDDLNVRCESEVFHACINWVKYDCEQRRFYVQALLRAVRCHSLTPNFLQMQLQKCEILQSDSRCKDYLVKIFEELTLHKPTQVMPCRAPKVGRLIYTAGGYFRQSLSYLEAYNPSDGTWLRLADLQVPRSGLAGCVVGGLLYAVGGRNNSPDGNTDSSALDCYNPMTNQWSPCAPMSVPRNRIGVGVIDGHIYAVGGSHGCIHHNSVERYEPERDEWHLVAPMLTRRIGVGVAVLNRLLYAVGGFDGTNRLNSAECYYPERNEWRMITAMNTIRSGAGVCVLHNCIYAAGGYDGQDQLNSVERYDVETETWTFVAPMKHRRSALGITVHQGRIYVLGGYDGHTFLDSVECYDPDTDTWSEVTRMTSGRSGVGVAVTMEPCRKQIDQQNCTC
Wnt bcat act – Wnt/beta-catenin pathway activators, primary screen, cell-based, plate reader, single point | activation, % at 9.35 µM | Wnt/beta-catenin reporter cell assay, activator | hit rate 1.2% among 300,000; in the data active = activation above about 30%, passing the limit was not always enough;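 note: 0% = neutral control wells and 100% = positive control wells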
Pemphigus Ab inh – inhibitors of pemphigus antibody binding to DSG3, primary screen, biochemical, bead-based, flow cytometry, scFv-GFP; hit rate 0.48% among 310,000; Desmoglein-3 (Homo sapiens), P32926; DSG3-coupled beads, scFv-anti-DSG3-GFP binding; stronger effect = lower value; binding (percent of control), % at 10 µM;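 active = binding more than 3 SD below its plate's average and above zero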; note: some compounds called inactive have numbers as strong as hits
Arr AP2 block – inhibitors of beta-arrestin/AP2 binding, primary screen, biochemical, GPCR trafficking, flow cytometry; hit rate 0.31% among 340,000; AID 504490, 2011; FITC-arrestin peptide / GST-AP2 beads; AP2 beta2 appendage carries R879A mutation; inhibition, % at 10 µM;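 active = inhibition above a set limit, near 3 SD of compounds lacking own fluorescence, cut at about 54% in these data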;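 note: plate controls were DMSO wells for no effect and 5 µM unlabelled arrestin peptide for full effect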
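test system = AP2 appendage R879A on GSH beads | buffer or medium = PBS plus Tween 20 (0.05%) and BSA (0.1%) | incubation = 12 min plus 1 h, RT | detection = bead flow cytometry, FITC channel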
Starred values were filed as active, the others as inactive; . = not tested or not shown.

SMILES | C-LANA FP | MOR-DOR ag | Cardiac RTF inh | MOR-DOR inv ag | cardiac RTF act | V-ATPase pHluor | Keap1-Nrf2 PPI | Wnt bcat act | Pemphigus Ab inh | Arr AP2 block
O=C(CC1CCCC1)NNC(=O)c1ccc(F)cc1 | -0.2 | -4.1 | 1 | 20 | 3 | 0 | -2 | -1 | 104 | -5
N/C(=N\OC(=O)Cc1ccc(Cl)cc1)c1ccncc1 | 0.9 | 0.5 | 4 | -2 | -3 | 1 | -8 | 5 | 102 | -8
O=C(Cn1nnc2ccccc21)NCc1ccccc1 | 0.3 | 2.1 | -1 | -12 | 8 | -2 | -2 | . | 107 | 6
O=C(CNS(=O)(=O)c1ccccc1)N/N=C/c1ccc(O)cc1 | 0.6 | -1.0 | -5 | 7 | -5 | 1 | 1 | -4 | 91 | 4
Cc1cc(NS(=O)(=O)c2ccc(Br)s2)no1 | 1.6 | -0.5 | 5 | 3 | 2 | 0 | -4 | -3 | 89 | -2
O=C(COC(=O)C1CCC(=O)N1)Nc1cccc([N+](=O)[O-])c1 (stereo not drawn) | -0.5 | -0.7 | -6 | 4 | 1 | 0 | 2 | -1 | 98 | -18
Cc1cc(C)c(OCC(=O)Nc2ccc(N3CCOCC3)cc2)c(Br)c1 | -2.3 | -1.7 | -7 | 10 | -5 | 5 | 2 | -2 | . | 9
Cc1noc(C)c1C(=O)NC1CCCc2ccccc21 (stereo not drawn) | 0.1 | -0.2 | 0 | 1 | 2 | 1 | -3 | -2 | 99 | 15
Cc1ccc(C#CC(C)(O)C(C)(C)C)cn1 (stereo not drawn) | 0.1 | -0.9 | -7 | 5 | -1 | 0 | 1 | 1 | 93 | -3
O=C(CCS(=O)(=O)c1cccs1)Nc1ccc(C(=O)NCc2cccs2)cc1 | -2.1 | 0.3 | -13 | -1 | -7 | 2 | -5 | -4 | 106 | -4
CC(C)CNS(=O)(=O)c1ccc(CCC(=O)NCc2cccnc2)cc1 | -0.6 | -3.6 | 3 | 18 | 5 | -1 | -5 | . | 129 | 15
O=C(NCCc1ccc(Cl)cc1)Nc1ccc(F)cc1 | -1.2 | 4.8 | -2 | -24 | 3 | -1 | 1 | -2 | 83 | -22
COC(=O)c1ccccc1NC(=O)Nc1ccc(C)cn1 | 0.1 | -1.3 | -7 | 6 | 5 | 1 | 0 | 1 | 99 | 13
O=C(NCCCn1ccnc1)c1ccc(Br)s1 | 1.1 | -3.2 | -6 | 17 | -1 | 1 | -5 | 2 | . | 10
O=C(CSC(=S)N1CCCC1)Nc1ncc(Cl)cc1Cl | -15 | 1.7 | 0 | -11 | -3 | 0 | 0 | 2 | 94 | 5
CC(C)(C)OC(=O)N1CCC(NC(=O)c2nc[nH]c2C(=O)NCc2ccccc2)CC1 | -3.5 | 1.0 | -6 | -5 | -1 | -2 | -5 | 0 | 123 | 4
CCCc1cc(=O)[nH]c(SCC(=O)N(Cc2ccccc2)C(C)C)n1 | 0.6 | 0.6 | -2 | -3 | 0 | 3 | 3 | -1 | 104 | -4
O=C(NCc1ccccc1)C(=O)Nc1cccc(C(=O)O)c1 | -0.8 | 0.1 | -17 | 0 | 0 | 4 | -2 | 6 | 104 | -1
Cc1ccc(COc2ccsc2C(=O)NN)cc1 | -0.5 | -1.6 | -1 | 9 | -1 | 1 | 4 | 3 | 100 | -4
O=S(=O)(c1ccc(Br)s1)N1CCN(CCc2ccccc2)CC1 | 1.3 | 0.7 | -1 | -3 | 5 | 1 | -6 | -1 | 90 | 7
COC(=O)CCN1CCN(S(=O)(=O)c2cccc(Br)c2)CC1 | -1.0 | -1.4 | -3 | 6 | 2 | 3 | 1 | -2 | 77 | 16
COc1ccc(OC)c(-c2csc(NC(=O)Cn3[nH]c(=O)c4ccccc4c3=O)n2)c1 | 0.6 | 2.3 | -6 | -11 | 11 | -2 | -8 | -5 | 93 | -13
O=C(NC1CCCCC1)c1cc(-c2cccs2)on1 | -0.7 | -3.1 | 16 | 19 | -5 | 8 | -1 | 37* | 105 | 4
COc1ccc(/C=N/NC(=O)c2ccccc2O)cc1CN1CCOCC1 | -0.8 | -3.2 | -1 | 18 | -6 | -2 | -2 | 9 | 96 | 14
CCCCN(CC)C(=O)Cn1c(=O)sc2ccccc21 | 0.7 | -3.0 | 16 | 17 | -1 | 5 | -3 | -2 | 98 | 6

Later entries.
SMILES | C-LANA FP | MOR-DOR ag | Cardiac RTF inh | MOR-DOR inv ag | cardiac RTF act | V-ATPase pHluor | Keap1-Nrf2 PPI | Wnt bcat act | Pemphigus Ab inh | Arr AP2 block
O=C(Nc1ccccc1)c1cc([N+](=O)[O-])ccc1NCc1cccnc1 | -0.7 | -0.6 | 6 | 4 | -5 | 0 | -4 | . | 104 | 2
O=C(O)/C=C/c1ccc(-c2cccc(C(F)(F)F)c2)o1 | -1.3 | 1.1 | -3 | -8 | 3 | -3 | -3 | . | 105 | -13
CCc1ccc(NC(=O)c2cc(C(C)C)on2)cc1 | -1.1 | 0.6 | -1 | -3 | -6 | -4 | 3 | . | 103 | 3
O=C(Nc1ccc(S(=O)(=O)Nc2ccccn2)cc1)c1cccc(Br)c1 | -2.5 | 0.1 | -8 | -1 | 4 | 3 | -3 | 0 | 111 | -8
COc1ccc2[nH]c(CN3CCN(CC(C)C)C(CCO)C3)c(C)c2c1 (stereo not drawn) | -0.4 | 1.9 | -4 | -9 | 8 | -3 | -4 | 0 | 109 | -5
O=C(COC(=O)c1ccc(O)cc1)NCC1CCCO1 (stereo not drawn) | -0.6 | -0.2 | -2 | 1 | -4 | 2 | 0 | 0 | 102 | 40
O=Cc1ccc(O)c2ncccc12 | 3.6 | 0.3 | 1 | -2 | -5 | 0 | 0 | . | 106 | 14
CCOC(=O)C1=C(C)N(C)C(=S)NC1c1c(OCC)ccc2ccccc12 (stereo not drawn) | -1.6 | -0.3 | -1 | 1 | 6 | 1 | -1 | -4 | 109 | 14
Cc1cccc(C)c1NC(=O)CNC(=O)CCC(=O)c1cccs1 | 0.9 | -1.7 | -1 | 9 | 0 | -1 | 3 | . | 97 | 4
CC1CCN(C(=O)CSc2nnc(-c3cc4ccccc4cc3O)n2Cc2ccco2)CC1 | -1.0 | 2.1 | 1 | -11 | 2 | 2 | -2 | -4 | 94 | 7
CCn1c(NCc2cc(OC)c(OC)c(OC)c2)nc2ccccc21 | -2.7 | -1.6 | 1 | 8 | -7 | 2 | -7 | 0 | 109 | -6
COc1ccc(NC(=O)CN(C)C(=O)CC2CCCCC2)cc1 | -1.7 | -0.1 | -18 | 1 | -2 | -6 | 0 | -2 | 92 | 10
C=CCn1c(N)nc2ccccc21 | 0.6 | -0.7 | -8 | 4 | -1 | 1 | 2 | -1 | 94 | 1
Cc1noc(NS(=O)(=O)c2ccc(NC(=O)C34CC5CC(C3)CC(n3cnc(Br)n3)(C5)C4)cc2)c1C | 0.1 | 0.6 | -10 | -3 | 6 | -1 | 4 | -1 | 100 | 4
O=C(/C=C/c1ccco1)Nc1ccc(CN2CCOCC2)cc1 | -0.4 | -0.6 | -9 | 3 | 12 | -2 | -9 | -1 | 93 | 14
Cc1ccccc1N1CCN(C2CCCN(C(=O)CCC3(C)CC3)C2)CC1 (stereo not drawn) | 0.2 | -4.0 | -7 | 22 | -3 | -2 | -1 | -1 | 105 | 8
CCC1Oc2ccccc2N(CC(=O)NCC2CCCO2)C1=O (stereo not drawn) | -1.4 | -1.4 | 9 | 9 | -4 | 2 | 3 | 3 | 90 | 26
Cc1ccc(C2CC(=O)NC(SCC(=O)OCc3ccccc3)=C2C#N)o1 (stereo not drawn) | 2.4 | -0.6 | -5 | 3 | -6 | 14 | -6 | -2 | . | -4
Cc1nnc(NC(=O)c2ccccc2F)s1 | -1.8 | 1.2 | -4 | -7 | -1 | 2 | -2 | 5 | 106 | 0
CCC(O)c1cc2c(cc1NC(=O)c1ccc(C)cc1)OCCO2 (stereo not drawn) | 1.5 | -0.6 | -9 | 3 | -4 | 1 | 0 | 0 | 105 | 33
Cc1c(NC(=O)C(C)OC(=O)c2c3c(nc4ccccc24)CCC(C)C3)c(=O)n(-c2ccccc2)n1C (stereo not drawn) | -0.7 | -2.5 | 0 | 13 | 3 | 0 | 3 | -3 | 93 | 2
Cc1cc(C)n(-c2nnc(C)n2NS(C)(=O)=O)n1 | -2.1 | -1.3 | 8 | 8 | -9 | -1 | -6 | 0 | . | 3
CCNC(=S)N1C2CCC1CC(NC(=O)NC1CCCCC1)C2 (stereo not drawn) | -1.1 | 0.9 | -17 | -5 | 4 | 1 | -4 | -1 | 95 | 22
Cn1c2ccccc2c2cc(C(=O)O)ccc21 | -0.3 | 0.4 | 10 | -3 | 8 | -2 | -3 | . | 100 | 20
Cc1cc2ncn(C3CC(=O)N(Cc4ccccc4)C3=O)c2cc1C (stereo not drawn) | -1.8 | . | 3 | . | -1 | 0 | -3 | . | 99 | 1
COc1ccc(NC(=O)C2CCCN(c3nccc(C)n3)C2)cc1 (stereo not drawn) | -0.7 | -2.0 | -3 | 10 | 6 | 3 | 2 | 0 | 101 | -3
Cc1ccc(C(C)C)c(OCc2ccc(C(=O)N/N=C/c3ccc(O)c(O)c3)cc2)c1 | 0.5 | 3.2 | -1 | -19 | -5 | -3 | -1 | . | 104 | 1
Cc1nc(C(=O)Nc2cc(F)cc(Cl)c2)sc1C1(C)CC(c2ccccc2)=NO1 (stereo not drawn) | 1.9 | 1.2 | -17 | -7 | -2 | 1 | -6 | -5 | 107 | 4
S=c1nc(-c2csc3c2CCCC3)[nH][nH]1 | 0.8 | -1.0 | -9 | 5 | 4 | 0 | -5 | 0 | 101 | -14
CNC[C@H](NC[C@@H](NCCCc1ccccc1)c1ccccc1)[C@H](C)O | 1.3 | -0.2 | 7 | 1 | 5 | -2 | 0 | -3 | 103 | 7

For reference, four of the compounds above:
SMILES | C-LANA FP | MOR-DOR ag | Cardiac RTF inh | MOR-DOR inv ag | cardiac RTF act | V-ATPase pHluor | Keap1-Nrf2 PPI | Wnt bcat act | Pemphigus Ab inh | Arr AP2 block
Cc1ccc(C(C)C)c(OCc2ccc(C(=O)N/N=C/c3ccc(O)c(O)c3)cc2)c1 | 0.5 | 3.2 | -1 | -19 | -5 | -3 | -1 | . | 104 | 1
Cc1nc(C(=O)Nc2cc(F)cc(Cl)c2)sc1C1(C)CC(c2ccccc2)=NO1 (stereo not drawn) | 1.9 | 1.2 | -17 | -7 | -2 | 1 | -6 | -5 | 107 | 4
S=c1nc(-c2csc3c2CCCC3)[nH][nH]1 | 0.8 | -1.0 | -9 | 5 | 4 | 0 | -5 | 0 | 101 | -14
CNC[C@H](NC[C@@H](NCCCc1ccccc1)c1ccccc1)[C@H](C)O | 1.3 | -0.2 | 7 | 1 | 5 | -2 | 0 | -3 | 103 | 7
